FEN1 inh – blocks human flap endonuclease 1 | AID 588795 | Potency, µM (top dose mostly 114 µM), for the others: top-dose activity change, negative = inhibition, hits mostly inhibitors | P39748 | 0.35% of 390,000 active | Recombinant FEN1 flap cleavage, fluorescence, 15 min; also: nearly all actives have a fitted effect of over 65% in size
Target sequence (P39748 whole entry, looked up): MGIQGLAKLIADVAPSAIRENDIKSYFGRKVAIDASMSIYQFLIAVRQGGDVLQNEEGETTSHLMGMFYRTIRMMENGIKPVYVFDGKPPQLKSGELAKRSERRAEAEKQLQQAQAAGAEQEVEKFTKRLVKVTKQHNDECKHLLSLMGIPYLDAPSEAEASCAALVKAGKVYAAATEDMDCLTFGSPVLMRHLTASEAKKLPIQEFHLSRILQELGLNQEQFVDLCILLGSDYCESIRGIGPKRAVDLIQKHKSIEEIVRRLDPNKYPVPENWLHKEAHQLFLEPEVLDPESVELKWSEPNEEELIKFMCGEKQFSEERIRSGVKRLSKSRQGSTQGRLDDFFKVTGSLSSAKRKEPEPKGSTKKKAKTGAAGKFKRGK
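Recombinant FEN1 (10 nM) was preincubated with pin-transferred compounds for 15 min at room temperature, then flap DNA substrate (50 nM final) was added. Plates were read at 0 and 15 min, and normalized concentration–response data were fitted to a four-parameter Hill equation.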
GCN5L2 inh – GCN5L2 (KAT2A) acetyltransferase inhibition. Q92830. Potency, µM (highest dose often 58.9 µM), inactives show at the top dose activity change, negative = inhibition, hits mostly inhibitors. 0.21% of 390,000 active. GCN5L2 HAT assay, ThioGlo1 CoA-SH fluorescence. AID 504327
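GCN5L2 (20nM final) in 50mM HEPES, 0.1mM EDTA pH 7.5, 0.01% Tween-20 was preincubated 15 min at room temperature with compound, then given ThioGlo1 (50uM), H3(1-25) peptide (75uM) and acetyl-CoA (70uM); CoA-thiol fluorescence (Ex340/Em540) was read at 0 and 20 min.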
N370S GC – N370S glucocerebrosidase modulation, Gaucher chaperone candidate | P04062 | N370S GC spleen homogenate, 4MU-glucoside fluorescence | Potency, µM (titrated, usually from 59.4 µM), for the others: at the top dose activity change, negative = inhibition, hits mostly inhibitors | 0.092% of 330,000 active | AID 2101;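 also: 0% = full enzyme activity and -100% = no enzyme basal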
Numbers without * were called inactive; ? = inconclusive; / = not tested or not shown; [ ] = remark or other dose. Calls follow the shape of the dose curve; as a rule, active = well fitted curve in the direction sought with a large enough effect; inconclusive = small, poorly fitted or top-dose-only effect, or another doubt; inactive = no such curve, though single readings can be large; an effect the other way counts as inactive or inconclusive. Unless noted, % is scaled to controls: 0 for no effect and ±100 for the full control effect; potency is read from the fitted curve at half-maximal effect. This is a subset, so the mix of outcomes need not match the whole.

(1) COc1cccc(-n2c(SCC(=O)N3CCc4ccccc43)nnc2-c2c[nH]c3ccccc23)c1
(2) CC(C)OC(=O)CCCN1C(=O)c2ccc(N)cc2C1=O
(3) OC(COc1ccccc1)Cn1cc(Br)cn1 (stereo not given)
(4) CCOC(=O)C/C(C)=N/NC(=O)Nc1ccccc1
(5) N#Cc1cncc(C#Cc2ccccc2)c1
(6) CCCOc1ccc(C(=O)N2CCCc3ccccc32)cc1
assay / entry | 1 | 2 | 3 | 4 | 5 | 6
FEN1 inh | -13% | -12% | -8% | -10% | 13% | -24%
GCN5L2 inh | 2% | -5% | -14% | 0% | 3% | -2%
N370S GC | 7% | 3% | -18% | ? | 1% | 6%

(7) CCOC(=O)Nc1ccc2c(c1)nc(CN1CCN(C(C)=O)CC1)n2C
(8) CCOc1ccccc1-n1c(SCC(=O)N2CCCc3ccccc32)nnc1-c1cccnc1
(9) O=C(c1nc2ccccn2c1CNCCOc1cccnc1)N1CCOCC1
(10) CC(=O)c1ccc(NC(=O)C(NC(=O)c2ccccc2)=C(C)C)cc1
(11) CC(C)C12CN3CCN(CC(C3)/C1=N\NC(=O)Nc1ccccc1)C2
(12) CCSc1ncnc2sc(C)c(C)c12
assay / entry | 7 | 8 | 9 | 10 | 11 | 12
FEN1 inh | 5% | 11% | -12% | -10% | -1% | 3%
GCN5L2 inh | -1% | -1% | -14% | 9% | 2% | 0%
N370S GC | 1% | 21% | -3% | 8% | ? | 22%

(13) CCNS(=O)(=O)c1ccc(CCC(=O)Nc2ccccc2C(=O)OC)cc1
(14) CCN(CC)c1nc(-c2nn[nH]n2)nc(N(CC)CC)n1
(15) CN(C(=O)C1CCN(S(=O)(=O)c2cccc3nonc23)CC1)C1CCCCC1
(16) Cc1cccc(NC(=O)CNC(=O)Cc2ccc3c(c2)OCCO3)c1C
(17) COC(=O)c1ccc(OCC2c3cc(OC)c(OC)cc3CCN2C(=O)Cc2ccc(OC)cc2)cc1 (stereo not given)
(18) CCn1c(SC)nc2cc(S(=O)(=O)N3CCCCC3)ccc21
assay / entry | 13 | 14 | 15 | 16 | 17 | 18
FEN1 inh | 9% | -5% | 17% | -10% | 2% | 1%
GCN5L2 inh | -4% | -1% | -2% | -12% | -1% | -8%
N370S GC | -3% | 1% | 6% | / | / | /

(19) O=C(COC(=O)/C=C/c1ccccc1[N+](=O)[O-])NC1CCS(=O)(=O)C1 (stereo not given)
(20) COc1ccc(OC)c(NC(=O)c2cc(CN3CCCC3)on2)c1
(21) COc1ccc(OC)c(/C=N/NC(=O)C(=O)N2CCCC2)c1
(22) COC(=O)C1CN(C(=O)COc2ccc(Cl)cc2Cl)c2ccccc2O1 (stereo not given)
(23) CC(=O)Nc1ccccc1N(C)S(=O)(=O)c1ccc(C)cc1
(24) Cc1ccc(Cl)cc1NC(=O)CCN1C(=O)C2C3CCC(C3)C2C1=O (stereo not given)
assay / entry | 19 | 20 | 21 | 22 | 23 | 24
FEN1 inh | -6% | -13% | 29% | -19% | 10% | -6%
GCN5L2 inh | -10% | ? | -1% | -11% | -2% | -5%
N370S GC | -12% | / | 19% | ? | -8% | 8%

(25) CC(CCc1ccccc1)NC(=O)[C@@H]1Cc2ccccc2CN1 (stereo not given in full)
(26) CC1(c2ccc([N+](=O)[O-])cc2)NC(=O)N(CC(=O)Nc2cccnc2Cl)C1=O (stereo not given)
(27) CC(C)NC(=O)N(C)C[C@H]1Oc2c(NC(=O)Nc3ccc(C(F)(F)F)cc3)cccc2C(=O)N([C@H](C)CO)C[C@@H]1C
(28) COc1cccc(NC(=O)C(C)SCc2ccccc2)c1 (stereo not given)
(29) Cc1ccc(SCCCn2cnc3ccccc3c2=O)cc1
(30) COc1cccc(C(=O)C2CCCN(Cc3cccn3-c3cccnc3)C2)c1 (stereo not given)
assay / entry | 25 | 26 | 27 | 28 | 29 | 30
FEN1 inh | 15% | 0% | 9% | -3% | -11% | -13%
GCN5L2 inh | -16% | -6% | 1% | -4% | -8% | -23%
N370S GC | -20% | -24% | / | 3% | 11% | 2%

(31) O=c1cnc2cnc(Oc3ccccc3)nc2n1C[C@H]1CCCO1
(32) Cc1nc(C(F)(F)F)ccc1C(=O)Nc1ccc(C(F)(F)F)cn1
(33) Cc1cccc(C)c1N1C(=O)[C@@H]2C(c3ccccc3Cl)=NO[C@@H]2C1=O
(34) Cc1cccc(/N=C/c2c(O)n(Cc3ccc4c(c3)OCO4)c(=O)c3ccccc23)n1
(35) CCOC(=O)Cn1c(=O)n(C2CCCCC2)c2nc(-c3ccc(C(C)C)cc3)nc(C(N)=O)c21
(36) O=C(CNc1ccc(Br)cc1)NNC1=NCCC1
assay / entry | 31 | 32 | 33 | 34 | 35 | 36
FEN1 inh | / | -6% | 10% | 5% | -9% | 3%
GCN5L2 inh | -4% | -2% | -4% | -15% | 1% | -3%
N370S GC | -10% | 7% | -7% | 4% | / | -15%

(37) CC(=O)Nc1c2c(nn1-c1ccccc1)CSC2
(38) O=[N+]([O-])c1ccccc1CNCCO
(39) Cc1cc(O)c(C)c2sc(N)nc12
(40) CCOC(=O)c1ccc(CN(Cc2ccc(F)cc2)S(=O)(=O)c2ccc(F)c(C(=O)Nc3c(C)cccc3C)c2)cc1
(41) O=C(O)c1cc(-c2ccccc2)c(N2CCOCC2)s1
(42) C[C@H](CO)N1C[C@H](C)[C@@H](CN(C)C(=O)Nc2ccc3c(c2)OCO3)Oc2c(NC(=O)Nc3ccc4c(c3)OCO4)cccc2C1=O
assay / entry | 37 | 38 | 39 | 40 | 41 | 42
FEN1 inh | -3% | -2% | / | -13% | 9% | 8%
GCN5L2 inh | -5% | -1% | 39%[activator] | -4% | -3% | -8%
N370S GC | -10% | -4% | -1% | / | -16% | /

(43) O=C(Nc1ccnc(-c2ccncc2)n1)C1CC1
(44) O=C(NCc1cccnc1)c1ccc(NS(=O)(=O)c2ccccc2)cc1
(45) C=CCc1cc(Cl)ccc1OCCCNCCO
(46) CC(C)CN1CCN(Cc2ccc3ncccc3c2)CC1CCO (stereo not given)
(47) O=C(NC1(C(F)(F)F)NC(=O)N(c2ccc(F)cc2)C1=O)c1cccs1 (stereo not given)
(48) CCN(C(=O)CSc1nc2ccccc2c(=O)n1C(C)COC)C1CCS(=O)(=O)C1 (stereo not given)
assay / entry | 43 | 44 | 45 | 46 | 47 | 48
FEN1 inh | -3% | -5% | -11% | 1% | 1% | 3%
GCN5L2 inh | 21% | -5% | 2% | 0% | -5% | -11%
N370S GC | -4% | -3% | -24% | 2% | -5% | 5%

From entry 38 up to 48, as listed above:
(38) O=[N+]([O-])c1ccccc1CNCCO
(39) Cc1cc(O)c(C)c2sc(N)nc12
(40) CCOC(=O)c1ccc(CN(Cc2ccc(F)cc2)S(=O)(=O)c2ccc(F)c(C(=O)Nc3c(C)cccc3C)c2)cc1
(41) O=C(O)c1cc(-c2ccccc2)c(N2CCOCC2)s1
(42) C[C@H](CO)N1C[C@H](C)[C@@H](CN(C)C(=O)Nc2ccc3c(c2)OCO3)Oc2c(NC(=O)Nc3ccc4c(c3)OCO4)cccc2C1=O
(43) O=C(Nc1ccnc(-c2ccncc2)n1)C1CC1
(44) O=C(NCc1cccnc1)c1ccc(NS(=O)(=O)c2ccccc2)cc1
(45) C=CCc1cc(Cl)ccc1OCCCNCCO
assay / entry | 38 | 39 | 40 | 41 | 42 | 43 | 44 | 45
FEN1 inh | -2% | / | -13% | 9% | 8% | -3% | -5% | -11%
GCN5L2 inh | -1% | 39%[activator] | -4% | -3% | -8% | 21% | -5% | 2%
N370S GC | -4% | -1% | / | -16% | / | -4% | -3% | -24%

(46) CC(C)CN1CCN(Cc2ccc3ncccc3c2)CC1CCO (stereo not given)
(47) O=C(NC1(C(F)(F)F)NC(=O)N(c2ccc(F)cc2)C1=O)c1cccs1 (stereo not given)
(48) CCN(C(=O)CSc1nc2ccccc2c(=O)n1C(C)COC)C1CCS(=O)(=O)C1 (stereo not given)
assay / entry | 46 | 47 | 48
FEN1 inh | 1% | 1% | 3%
GCN5L2 inh | 0% | -5% | -11%
N370S GC | 2% | -5% | 5%

Next results.
(49) CCCn1c2c(c(O)c(C(=O)Nc3ccccc3)c1=O)CCCC2
(50) O=C(N/N=C/c1ccncc1)/C(=C/c1ccccc1)NC(=O)c1ccccc1
(51) Cc1ccc(Cl)c(OCC(=O)Nc2ccccc2C(=O)NC2CC2)c1
(52) O=S(=O)(c1ccccc1S(=O)(=O)N1CCCCC1)N1CCCCC1
(53) COCCNC(=O)c1onc(CSc2cccc(OC)c2)c1C(=O)O
(54) COc1ccccc1NC(=O)c1cc2c(C)nn(-c3ccccc3)c2s1
assay / entry | 49 | 50 | 51 | 52 | 53 | 54
FEN1 inh | -1% | 8% | -3% | 18% | 6% | 7%
GCN5L2 inh | -5% | 4% | -1% | -4% | 3% | -5%
N370S GC | -3% | 0% | -12% | 0% | -20% | /

(55) Cc1cc(NCc2ccccc2)nc(N2CCOCC2)n1
(56) COc1cccc(N2CCN(C(=O)C3CCCN(c4ncnc5c4nc4n5CCCCC4)C3)CC2)c1 (stereo not given)
(57) COc1ccc(C(=O)NCC(c2ccco2)N2CCOCC2)cc1OC (stereo not given)
(58) N=C(c1cccc([N+](=O)[O-])c1)N1CCCCC1
(59) Cc1nn(-c2ccccc2)c(=S)n1-c1ccccc1
(60) COC(=O)C1C(O)=C(C=Nc2cccc3ccccc23)C(=O)CC1(C)C (stereo not given)
assay / entry | 55 | 56 | 57 | 58 | 59 | 60
FEN1 inh | -1% | -6% | -1% | -3% | 7% | -9%
GCN5L2 inh | -4% | -5% | -3% | -13% | 0% | -2%
N370S GC | 3% | -5% | 0% | -9% | 3% | 8%

A different layout for part of the listing above.
Results follow in this order: FEN1 inh	GCN5L2 inh	N370S GC
57) COc1ccc(C(=O)NCC(c2ccco2)N2CCOCC2)cc1OC (stereo not given)
  -1%	-3%	0%
58) N=C(c1cccc([N+](=O)[O-])c1)N1CCCCC1
  -3%	-13%	-9%

(cont.)
(61) COc1ccc(NC(=O)CN(C)CC(=O)Nc2sc3c(c2C(N)=O)CCC3)cc1
(62) COCCNC(=O)CSCc1c(F)cccc1Cl
(63) CS(=O)(=O)Nc1ccc(C(=O)NCCSCc2c(F)cccc2Cl)cc1
(64) FC(F)(F)C12CC(c3ccccc3)=NCCN1CCN2 (stereo not given)
(65) COCCn1c(=NC(=O)CCS(=O)(=O)c2ccccc2)sc2c(OC)ccc(OC)c21
(66) C=CC[C@H](CC(=O)N(CCO)Cc1ccccc1)C(=O)N[C@H](COC(=O)[C@@H](CC=C)Cc1ccc(F)cc1)Cc1ccccc1
assay / entry | 61 | 62 | 63 | 64 | 65 | 66
FEN1 inh | -6% | 9% | 2% | -1% | -4% | -1%
GCN5L2 inh | -2% | -1% | -4% | -1% | -6% | -12%
N370S GC | -6% | 0% | 0% | -11% | 1% | /

(67) Cc1ccc(Cc2cnc(NC(=O)c3ccco3)s2)cc1
(68) CN(CC(=O)Nc1ccc(F)cc1)C(=O)Cn1cnc2ccc(Cl)cc2c1=O
(69) Cc1cnc(C)c(N2CCC(C(=O)NC(C)c3cccs3)CC2)n1 (stereo not given)
(70) COc1cccc(CNc2cc(CSc3ccc(Cl)cc3)nc(C)n2)c1
(71) CCC(=O)Nc1ccc(C(=O)CSc2nnc(-c3ccc(NS(C)(=O)=O)cc3)n2C)cc1OC
(72) O=C(CCl)N=c1sccn1Cc1ccc(Cl)cc1Cl
assay / entry | 67 | 68 | 69 | 70 | 71 | 72
FEN1 inh | -2% | -3% | 1% | -19% | 12% | 13%
GCN5L2 inh | -5% | -6% | -1% | -5% | -9% | -6%
N370S GC | ? | / | 3% | -6% | -14% | 13%

(73) Cc1ccc(SCCN2CCN(Cc3ccccc3)CC2)cc1
(74) CCn1cc(C(=O)NCCC(=O)NC(C)C)c(=O)c2cc3c(cc21)OCO3
(75) Cc1ccc(C)c(S(=O)(=O)N2CCN(CC(=O)Nc3ccc4c(c3)CCC4)CC2)c1
(76) O=C(OC1CCN(c2ncc(C(F)(F)F)cc2Cl)CC1)c1cccc(C(F)(F)F)c1
(77) CCC1CCCCN1C(=O)CSc1nnc(-c2ccc(OC)cc2)o1 (stereo not given)
(78) CCOC(=O)C1=C(CSc2nc3ccccc3s2)NC(=O)NC1c1ccc(OC)cc1 (stereo not given)
assay / entry | 73 | 74 | 75 | 76 | 77 | 78
FEN1 inh | -13% | -7% | -7% | -16% | -12% | -16%
GCN5L2 inh | -15% | 1% | -5% | -6% | 1% | 22%
N370S GC | -26% | -4% | 0% | 5% | 1% | 6%

(79) Fc1ccccc1NC(=S)N1CCN(c2ccccn2)CC1
(80) Nc1ccc(NC(=O)Nc2ccc(N)cc2)cc1
(81) Cc1ccccc1Nc1nc(CSc2nnnn2-c2ccccc2)cs1
(82) CCn1c(C)c(C2=CCN(S(=O)(=O)c3ccc(C)cc3)CC2)c2ccccc21
assay / entry | 79 | 80 | 81 | 82
FEN1 inh | 8% | -13% | 0% | -23%
GCN5L2 inh | -2% | -1% | -3%[0.501 µM] | -4%
N370S GC | -11% | 2% | 10% | 11%

Screens from PubChem BioAssay.
